Screens: PubChem BioAssay, several laboratories
Rtt109 HAT inh: C. albicans Rtt109 histone acetyltransferase inhibition | AID 540336 | inhibition, % at 34.9 µM | purified Rtt109/Vps75, ThioGlo CoA-SH fluorescence, 4 h | Q5AAJ8 | 0.16% of 330,000 active;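 active = inhibition of at least 50% in every replicate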
Target sequence (Q5AAJ8 whole entry, looked up): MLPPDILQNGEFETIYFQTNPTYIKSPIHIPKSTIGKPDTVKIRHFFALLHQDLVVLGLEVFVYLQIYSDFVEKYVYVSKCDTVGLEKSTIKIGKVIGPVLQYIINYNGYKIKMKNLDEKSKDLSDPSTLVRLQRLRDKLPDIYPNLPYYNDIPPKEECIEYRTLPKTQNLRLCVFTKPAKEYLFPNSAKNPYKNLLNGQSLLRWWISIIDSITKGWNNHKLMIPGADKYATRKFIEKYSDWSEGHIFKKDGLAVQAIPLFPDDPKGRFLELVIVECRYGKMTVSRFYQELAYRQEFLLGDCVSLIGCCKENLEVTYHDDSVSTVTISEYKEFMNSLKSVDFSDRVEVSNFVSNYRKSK
DAGLB inhibitor: diacylglycerol lipase beta (human) inhibition. 0.059% of 340,000 active. AID 504411. HEK293T DAGLB membrane lysate, EnzChek fluorogenic substrate. inhibition, % at 5.17 µM. Q8NCG7; in the data active = inhibition above about 34%;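 note: 0% = enzyme with vehicle and 100% = wells lacking enzyme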
Target sequence (Q8NCG7 whole entry, looked up): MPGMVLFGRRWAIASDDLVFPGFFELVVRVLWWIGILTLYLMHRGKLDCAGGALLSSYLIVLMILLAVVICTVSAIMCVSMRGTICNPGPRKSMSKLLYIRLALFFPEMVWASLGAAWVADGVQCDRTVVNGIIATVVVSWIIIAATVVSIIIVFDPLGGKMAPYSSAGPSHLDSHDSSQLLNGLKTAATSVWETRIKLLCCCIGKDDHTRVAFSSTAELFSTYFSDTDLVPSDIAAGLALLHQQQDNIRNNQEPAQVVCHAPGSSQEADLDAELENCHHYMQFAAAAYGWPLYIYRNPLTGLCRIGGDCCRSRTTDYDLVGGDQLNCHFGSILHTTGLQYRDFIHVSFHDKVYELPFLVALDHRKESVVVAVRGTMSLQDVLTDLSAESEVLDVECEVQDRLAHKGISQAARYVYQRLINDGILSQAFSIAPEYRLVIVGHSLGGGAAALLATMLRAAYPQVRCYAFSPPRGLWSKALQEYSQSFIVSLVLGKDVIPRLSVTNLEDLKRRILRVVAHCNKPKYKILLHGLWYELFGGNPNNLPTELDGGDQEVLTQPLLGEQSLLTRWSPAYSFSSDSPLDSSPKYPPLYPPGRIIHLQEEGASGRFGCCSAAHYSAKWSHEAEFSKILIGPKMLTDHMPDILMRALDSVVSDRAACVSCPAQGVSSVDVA
phage Ecoli inh: E. coli growth loss with phage present. AID 651602. inhibition, % at 11.9 µM. 0.26% of 360,000 active. growth absorbance; in the data active = inhibition above about 11%
CAL PDZ FP: blocks peptide binding to human CAL PDZ domain; purified CAL PDZ, TMR-peptide fluorescence polarization, 1 h; inhibition, % at 20 µM; 0.02% of 330,000 active; AID 504414;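 active = highest replicate inhibition of at least 40%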;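 note: plate controls were DMSO neutral control wells for no effect and unlabeled competitor peptide control wells for full effect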
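Control set: unlabelled peptide and DMSO controls / Material: purified CerCALP PDZ construct / Timing: 1 h incubation at room temperature before polarization reading / Doses: 20 µM, one dose / Detection: fluorescence polarization (mP)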
Tat transport: blocks Tat-dependent protein export in E. coli; E. coli MC4100 TorA-mCherry Tat export, fluorescence; inhibition, % at 10 µM; 0.036% of 340,000 active;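 active = mean replicate inhibition at least 50% and at least half of replicates individually reaching 50%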;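 note: exported cargo escapes ClpAP degradation while cytoplasmic cargo is degraded and loses fluorescence; 0% = median of neutral control wells and 100% = median of NaSCN control wells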
PfHsp90 set2: reduces growth (ATP signal) of yeast expressing P. falciparum Hsp90. S. cerevisiae expressing PfHsp90, BacTiter-Glo ATP, 48 h; yeast lacking PDR1 and PDR3 efflux regulators. inhibition, % at 9.4 µM. 0.32% of 310,000 active;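 active = every replicate shows inhibition above about 80%, whatever the replicate mean, limit read from the data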;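 note: 0% = DMSO neutral controls and 100% = 20 µM radicicol positive controls; yeast relying on Plasmodium falciparum Hsp90 in place of its own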
Wnt act: activates Wnt/beta-catenin signaling in a reporter cell assay; activator, plate reader; activation, % at 9.35 µM; 1.2% of 300,000 active; in the data active = activation above about 30%, passing the limit was not always enough;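 note: 0% = neutral control wells and 100% = positive control wells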
PvdQ acylase: blocks Pseudomonas aeruginosa PvdQ acylase activity | 0.063% of 340,000 active | AID 488965 | inhibition, % at 10 µM | purified PvdQ acylase, fluorescence plate reader; in the data active = inhibition above about 30%, passing the limit was not always enough;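 note: 0% = vehicle neutral wells and 100% = reference inhibitor wells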
E coli growth: counter-screen for AddAB inhibitors: E. coli growth inhibition. E. coli V3065 growth, OD600 absorbance, 18 h. inhibition, % at 11.9 µM. 0.27% of 330,000 active. AID 449728;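 active = inhibition above the campaign's mean inhibition across all tested compounds plus 3 SD, cut at about 9.9% in these data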;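 note: uninfected addAB+ strain grown without phage in ampicillin broth; 0% = DMSO wells and 100% = ciprofloxacin 0.95 µg/ml wells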
AddAB inh: less growth of phage-infected E. coli with AddAB | E. coli expressing H. pylori AddAB, absorbance growth | inhibition, % at 11.9 µM | 0.29% of 330,000 active; in the data active = inhibition above about 12%;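 note: 0% = vehicle wells of infected cells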
An asterisk follows results filed as active; . = not tested or not shown; & = joins results of further samples.

Under each structure: Rtt109 HAT inh	DAGLB inhibitor	phage Ecoli inh	CAL PDZ FP	Tat transport	PfHsp90 set2	Wnt act	PvdQ acylase	E coli growth	AddAB inh
- CC1CCCCC1NS(=O)(=O)CCNC(=O)c1ccc2c(c1)OCO2 (configuration not stated)
  4	4	6.4	-1.9	-2	-29	2	-6	1.5	-0.3
- Nc1ccc(Cl)c(NC(=O)c2cccs2)c1
  -4	-2	2.6	-3.5	5	-3	.	-14	0.7	1.9
- CCN(CC(=O)Nc1ccc(NC(C)=O)cc1)C(=O)c1ccc2c(c1)OCO2
  1	1	-1.0	-0.5	-10	15	4	-2	0.5	2.2
- COc1ccc(C(=O)N/C(=C\c2ccc3c(c2)OCO3)C(=O)N2CCOCC2)cc1
  2	0	1.4	-0.8	5	5	-1	-9	-0.7	3.5
- Brc1ccc(-c2nc(-c3cccnc3)no2)o1
  -3	-5	0.6	-1.9	-4	-17	-1	-16	0.8	3.6
- CC(C)(C)Nc1nc(Cl)nc(NC2CCCCC2)n1
  -10	-8	0.4	-0.3	0	14	13	-13	0.2	2.1
- COc1cc(OC)nc(/N=C/NO)n1
  .	.	2.4	.	.	.	0	.	-4.2	0.4
- CCOc1ccc(NS(=O)(=O)c2ccc(C(=O)NNC(=O)c3ccccc3O)cc2)cc1
  12	6	3.9	-3.7	-11	24	-4	7	-0.2	6.5
- COc1cccc(CNc2cnc3ccccc3c2)c1O
  0	0	4.0	-1.8	-6	13	.	-8	0.6	1.8
- O=C(CSc1nnnn1-c1ccccc1)NC(=O)NCc1ccco1
  7	-4	1.7	-0.9	1	10	-3	6	-2.5	-2.2
- CCOC(=O)c1c(NC(=O)CC2SC(N)=NC2=O)sc2c1CCCC2 (configuration not stated)
  -13	4	0.6	-1.3	-4	26	.	7	-0.9	0.9
- CN1CCN(c2ccc(NC(=O)c3ccccc3Br)cc2)CC1
  6	0	2.7	-0.2	-5	-17	.	-16	1.8	2.7
- COc1ccc(CCNC(=O)CSc2n[nH]c(N)n2)cc1
  9	0	1.0	0.1	0	-7	-1	3	0.6	2.0
- O=C1COc2ccc(C(=O)CSc3nnc(Cc4cccs4)n3-c3ccccc3)cc2N1
  5	1	1.6	-2.6	2	.	.	0	-2.4	2.1
- CC(C)C[C@H]1CN=C(Nc2ccccc2)N1CCc1ccc(F)cc1
  -3	0	0.2	0.3	2	-5	3	-8	-0.7	1.4
- CC(C)(C)c1ccccc1OCCCCCn1ccnc1
  -6	-5	-1.7	-0.3	9	32	-3	-17	-1.9	-1.7
- CCCCN1C(=O)c2ccc(C(=O)NC3=NCCS3)cc2C1=O
  0	-3	0.7	-0.3	1	9	0	-11	2.0	4.9
- CC1(C)c2[nH]c3ccccc3c2C[C@@H]2C(=O)N(Cc3ccccc3)C(=O)N21
  8	-2	3.3	-0.9	0	.	5	1	-0.7	2.6
- O=C1c2cccnc2-c2ncccc21
  -3	-1	1.9	-1.2	-2	18	0	-15	0.6	0.0
- Nc1nc(-c2ccc(Cl)cc2)cc(C(F)(F)F)n1
  1	-10	1.0	-0.1	0	-8	.	-8	-0.5	1.0
- COc1ccc(/C=N/NC(=O)c2sccc2C)c2ccccc12
  -9	-3	3.3	-1.6	2	-17	29	-13	3.0	5.3
- COc1ccc(C)cc1S(=O)(=O)N1CCCC(N2CCOCC2)C1 (configuration not stated)
  -1	-1	2.3	1.2	2	-18	1	-12	.	.
- COc1ccc(C(=O)Nc2cc(S(=O)(=O)N3CCCCC3)ccc2OC)cc1
  -6	2	1.6	-0.6	-2	1	3	-7	0.5	1.1
- O=C(N=NC(=O)c1ccc2c(O)n(C3CCCCC3)c(O)c2c1)c1cccnc1
  8	2	2.9	-0.1	11	14	1	-8	-1.9	0.9
- O=[N+]([O-])c1ccccc1S(=O)(=O)Nc1cccc2cccnc12
  .	.	-2.0	.	.	.	2	.	1.4	12
- CC(C)(O)C#Cc1ccc(C(=O)N2CCCC(CCC(=O)NCc3ccccc3F)C2)cc1 (configuration not stated)
  6	-1	0.6	-2.6	-4	-7	2	2	0.1	4.1
- COc1ccc(S(=O)(=O)Nc2ccc(-n3cnnn3)cc2)cc1[N+](=O)[O-]
  -4	0	1.7	-1.5	1	.	-4	-5	2.6	1.3
- O=C(CCN1c2ccccc2Sc2ccccc21)OCc1nnc(-c2ccccc2)o1
  8	-2	0.9	-1.1	7	-17	.	-9	0.2	1.9
- Cc1sc2ncnc(Nc3ccc(O)cc3)c2c1C
  2	-1	-0.7	0.2	-9	-10	38*	2	-0.1	-2.5
- CCN(CC)C(=O)c1ncn(Cc2ccccc2)c1C(=O)N(CC)CC
  -3	-1	2.5	0.8	2	4	-1	-8	-0.8	0.8

Complete entries, quoted from the list.
COc1ccc(S(=O)(=O)Nc2ccc(-n3cnnn3)cc2)cc1[N+](=O)[O-] is listed as Rtt109 HAT inh = -4; DAGLB inhibitor = 0; phage Ecoli inh = 1.7; CAL PDZ FP = -1.5; Tat transport = 1; PfHsp90 set2 = .; Wnt act = -4; PvdQ acylase = -5; E coli growth = 2.6; AddAB inh = 1.3
COc1ccc(C)cc1S(=O)(=O)N1CCCC(N2CCOCC2)C1 (configuration not stated) is listed as Rtt109 HAT inh = -1; DAGLB inhibitor = -1; phage Ecoli inh = 2.3; CAL PDZ FP = 1.2; Tat transport = 2; PfHsp90 set2 = -18; Wnt act = 1; PvdQ acylase = -12; E coli growth = .; AddAB inh = .

Next part:
Under each structure: Rtt109 HAT inh	DAGLB inhibitor	phage Ecoli inh	CAL PDZ FP	Tat transport	PfHsp90 set2	Wnt act	PvdQ acylase	E coli growth	AddAB inh
- Cc1ccc2cc(C#N)c(N3CCN(C(=O)c4cccs4)CC3)nc2c1
  7	-4	-0.7	-1.5	-2	2	-2	7	3.1	-0.3
- O=C(CN1CCN(c2ccc(O)cc2)CC1)NC(=O)NCc1ccco1
  -10	2	1.8	0.4	16	13	11	-17	-0.1	0.7
- CC1CN(C2CCN(S(=O)(=O)Cc3ccccc3)CC2)CC(C)O1 (configuration not stated)
  -16	-5	-0.2	-0.2	-5	3	.	-14	0.5	1.3
- O=C1CCCc2ccccc2N1Cc1cccc(Cl)c1
  -16	-1	4.1	-3.0	7	12	-3	-14	-1.3	4.3
- NC(=O)c1ccccc1NC(=O)CS(=O)(=O)Cc1ccccc1
  -3	-1	-1.9	-2.8	10	12	.	-11	-0.4	-1.3
- CC1=C(/C=C/C(C)=C/C=C/C(C)=C/C(=O)Nc2ccc(O)cc2)C(C)(C)CCC1
  3&-15	2&-2	0.3&0.9	-1.3&1.0	-8&0	0&-41	-3&-25	9&18	-0.7	0.8
- N#CC1(NC(=O)COc2ccc(C(N)=O)cc2)CCCC1
  3	-2	0.6	0.7	2	20	-4	-8	-0.5	0.2
- Cc1nnn(-c2nonc2N)c1C(=O)NNC(=O)c1ccc(Cl)c(Cl)c1
  -7	-1	1.1	-0.5	-4	11	-3	-5	-3.5	-1.9
- Cc1cccc(Cc2nnc(NC(=O)c3cccc(S(=O)(=O)N4CCOCC4)c3)s2)c1
  -2	2	2.0	-0.4	-8	-10	.	-9	-0.8	1.1
- COc1nonc1NCn1nc(C)cc1C
  -2	-2	2.0	0.6	-13	-14	.	0	1.9	1.3

Additional structures.
| canonical_smiles | Rtt109 HAT inh | DAGLB inhibitor | phage Ecoli inh | CAL PDZ FP | Tat transport | PfHsp90 set2 | Wnt act | PvdQ acylase | E coli growth | AddAB inh |
| --- | --- | --- | --- | --- | --- | --- | --- | --- | --- | --- |
| CCN(CC(=O)Nc1c(F)cccc1F)C(=O)c1cccc(S(=O)(=O)N(C)c2ccccc2)c1 | 3 | -1 | 3.6 | -3.5 | 1 | -2 | 3 | -14 | 1.1 | 2.1 |
| COc1ccc(N2CCN(C(=O)C3CCN(S(=O)(=O)c4ccc5c(c4)oc(=O)n5C)CC3)CC2)cc1 | 6 | 3 | 0.9 | -2.1 | 0 | 15 | -2 | -14 | 0.2 | 1.9 |
| CCOc1ccc(NC(=O)NNC(=O)c2ccc3ccccc3c2O)cc1 | 12 | 2 | 11 | -0.3 | -8 | -1 | 1 | -6 | 12* | 13* |
| CCOC(=O)c1oc2nc(C(C)C)c3c(c2c1N)CCC3 | -62 | 1 | 0.5 | -2.9 | -4 | 12 | -1 | -8 | 2.6 | 3.6 |
| COc1cc(CO)ccc1OCC(=O)Nc1ccc(Br)cc1 | 0 | -2 | 3.2 | 2.3 | -9 | -1 | 12 | -6 | 3.1 | -2.2 |
| CN=c1sc2ccccc2n1CC(O)c1ccccc1 (configuration not stated) | -7 | 0 | 5.0 | -0.8 | 3 | -1 | -2 | 2 | -2.0 | 0.3 |
| CS(=O)(=O)N1CCCC(C(=O)NCc2ccccn2)C1 (configuration not stated) | 0 | -1 | 3.9 | -2.3 | -1 | -3 | 5 | -7 | 2.6 | 1.1 |
| CCN(CC)CCSc1nc2ccccc2n1Cc1ccccc1 | -6 | 1 | -0.2 | -1.3 | -3 | -14 | -1 | -7 | -0.1 | 0.1 |
| CC(C)(C)c1nnc(NC(=O)C2c3ccccc3Oc3ccccc32)s1 | 16 | 0 | 3.7 | -1.8 | 5 | -7 | -1 | -10 | -2.8 | 3.0 |
| CC1=NN(C(N)=S)C(=O)C1N=Nc1ccccc1 (configuration not stated) | . | 3 | 3.9 | 0.3 | 4 | 8 | 4 | -5 | 0.6 | 3.2 |
| Cc1nc(SCC(=O)N2CCOCC2)c2c(=O)n(C)c(=O)n(CC(C)C)c2n1 | 0 | 0 | 0.7 | -0.4 | 10 | 6 | -6 | -11 | -1.1 | -1.6 |
| COC(=O)c1ccccc1NC(=O)COC(=O)c1cccnc1 | -7 | 0 | 3.5 | -0.4 | 6 | . | -5 | -12 | 3.5 | 2.9 |
| CSc1ncccc1C(=O)Nc1ccc(S(=O)(=O)N2CCCC2)cc1 | -11 | 2 | 4.0 | -3.4 | -1 | 12 | 1 | -6 | 2.6 | 0.4 |
| COc1nc(NCCc2ccc(OC)c(OC)c2)nc(OC)n1 | . | -7 | -0.4 | -1.8 | -2 | -7 | -2 | 10 | -1.1 | 0.6 |
| COc1ccc(OC)c(C(c2nnnn2C(C)(C)C)N2CCc3ccccc3C2)c1 (configuration not stated) | -1 | -7 | 2.4 | -2.4 | -4 | 4 | . | -13 | -2.8 | 3.2 |
| Cc1ccsc1CN(C)CC(=O)Nc1ccc([N+](=O)[O-])cc1Cl | 4 | -17 | 1.8 | -0.3 | 13 | -9 | -1 | 4 | -0.1 | 4.1 |
| Cc1ccccc1-c1nc(CN2CCC(C(=O)NCCCN3CCOCC3)CC2)c(C)o1 | -1 | 0 | -1.8 | -0.2 | -20 | 7 | -9 | -12 | -0.9 | 2.6 |
| CN(C[C@H](Cc1ccccc1)N(C[C@H](CC1CCCCC1)N(CCc1ccccc1)N=O)N=O)N=O | -3 | -2 | 1.8 | -0.6 | 1 | 46 | -6 | -14 | 0.9 | 3.2 |
| Cc1cc(C)c(NC(=O)CSc2nc3ncc(Br)cc3[nH]2)c(C)c1 | -5 | 2 | 2.0 | -1.2 | -5 | -15 | -2 | 2 | 1.7 | 1.4 |
| Cc1ccccc1NC(=O)COC(=O)C1CC2CCCC(C1)C2=O (configuration not stated) | -1 | -2 | 0.4 | -0.1 | -1 | -4 | -1 | -14 | 0.5 | 0.6 |
| CCCCCOc1ccc(NC(=O)C(=O)NCCCn2ccnc2)cc1 | 2 | -1 | 0.6 | -2.0 | -1 | -12 | -8 | -19 | -0.5 | 3.0 |
